Anthrax LF inh2: Bacillus anthracis LF protease inhibitors, primary screen, biochemical, multiplex microsphere, MLPCN library. Lethal factor (Bacillus anthracis), P15917. multiplex microsphere protease cleavage assay. inhibition, % at 10 µM. 360,000 compounds, 0.12% hits; note: plate controls were buffer without enzyme for full effect and enzyme alone for no effect
Target sequence (P15917 whole entry, looked up): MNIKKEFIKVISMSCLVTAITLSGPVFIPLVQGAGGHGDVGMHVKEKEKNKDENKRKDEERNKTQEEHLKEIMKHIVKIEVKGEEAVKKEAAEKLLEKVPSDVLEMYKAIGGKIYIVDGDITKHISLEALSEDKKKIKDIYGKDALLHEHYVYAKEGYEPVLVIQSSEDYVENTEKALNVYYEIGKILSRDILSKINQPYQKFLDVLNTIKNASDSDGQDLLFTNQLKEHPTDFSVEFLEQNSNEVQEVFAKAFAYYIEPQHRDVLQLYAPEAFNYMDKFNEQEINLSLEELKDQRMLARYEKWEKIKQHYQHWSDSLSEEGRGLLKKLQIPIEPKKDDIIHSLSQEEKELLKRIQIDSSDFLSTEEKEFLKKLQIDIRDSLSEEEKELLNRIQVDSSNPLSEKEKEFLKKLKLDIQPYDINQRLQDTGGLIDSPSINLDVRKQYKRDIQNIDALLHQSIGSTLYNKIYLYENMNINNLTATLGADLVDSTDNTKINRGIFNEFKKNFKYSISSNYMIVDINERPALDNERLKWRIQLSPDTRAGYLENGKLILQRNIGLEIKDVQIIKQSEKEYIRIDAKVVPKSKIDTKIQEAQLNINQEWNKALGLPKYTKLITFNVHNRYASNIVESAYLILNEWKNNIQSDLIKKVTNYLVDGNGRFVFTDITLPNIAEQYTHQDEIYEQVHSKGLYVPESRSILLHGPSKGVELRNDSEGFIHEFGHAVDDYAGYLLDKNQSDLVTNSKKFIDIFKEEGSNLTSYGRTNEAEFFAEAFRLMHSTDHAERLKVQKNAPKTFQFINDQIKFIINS
GDH-TPI inh: GDH-TPI coupling enzyme inhibitors, primary screen, artefact control for M. tuberculosis FBA inhibitor project, biochemical, absorbance, full deck; GDH-TPI coupled enzyme counterscreen, NADH absorbance; inhibition, % at 4.8 µM; 360,000 compounds, 1.2% hits; AID 588335, 2011; in the data active = inhibition above about 30%;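 note: 0% = DMSO wells and 100% = wells lacking the enzyme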
UGM FP inh: M. tuberculosis UGM enzyme inhibitors, primary screen, biochemical, fluorescence polarization, single point. UDP-galactopyranose mutase (Mycobacterium tuberculosis (strain ATCC 25618 / H37Rv)), …. purified UGM, fluorescence polarization probe displacement. inhibition, % at 10 µM. 320,000 compounds, 0.06% hits. AID 504406, 2011; in the data active = inhibition above about 10%, passing the limit was not always enough; inconclusive = no clear call, values can overlap the other calls
BoNT F protease: BoNT/F light chain protease inhibitors, primary screen, biochemical, flow cytometry, MLPCN library; AID 588497, 2011; Multiplex microsphere protease cleavage assay; Botulinum neurotoxin type F light chain protease (Clostridium botulinum); inhibition, % at 10 µM; 360,000 compounds, 0.22% hits; in the data active = inhibition above about 35%, passing the limit was not always enough; inconclusive = no clear call, values can overlap the other calls; note: plate controls were buffer without enzyme for full effect and enzyme alone for no effect
BoNT A protease: BoNT/A light chain protease inhibitors, primary screen, biochemical, flow cytometry, MLPCN library; multiplex microsphere protease substrate cleavage; inhibition, % at 10 µM; 360,000 compounds, 0.17% hits; AID 588499, 2011; note: plate controls were buffer without enzyme for full effect and enzyme alone for no effect
PfHsp40 rescue: rescue of yeast from PfHsp40 toxicity, primary screen, S. cerevisiae, ATP luminescence; growth rescue, % at 12.5 µM; AID 504582, 2011; 340,000 compounds, 0.68% hits; S. cerevisiae expressing PfHsp40, growth rescue; in the data active = growth rescue above about 28%, passing the limit was not always enough; inconclusive = no clear call, values can overlap the other calls;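 note: yeast W303a lacking pdr1 and pdr3 grown in galactose medium; growth measured after three days at 30 °C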
BioA inh: M. tuberculosis BioA enzyme inhibitors, primary screen, biochemical, plate reader, single point, HTS; inhibition, % at 9.99 µM; purified M. tuberculosis BioA enzyme; 7,8-diaminopelargonic acid synthase BioA (Mycobacterium tuberculosis); 360,000 compounds, 0.096% hits; AID 602481, 2012; in the data active = inhibition above about 40%; inconclusive = no clear call, values can overlap the other calls
Mtb FBA inh: Mtb FBA enzyme inhibitors, primary screen, biochemical, fluorescence, strain H37Rv. Fructose-bisphosphate aldolase (Mycobacterium tuberculosis (strain ATCC 25618 / H37Rv)), …. purified M. tuberculosis FBA, fluorescence read-out. inhibition, % at 1 µM. 360,000 compounds, 2.3% hits. AID 588726, 2011; in the data active = inhibition above about 27%;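 note: 0% = vehicle and 100% = reference inhibitor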
FadD28 binding: inhibitors of FadD28 bisubstrate probe binding, primary screen, biochemical, fluorescence polarization, single point. Mycobacterium tuberculosis FadD28 fatty-acid-AMP ligase. inhibition, % at 12.5 µM. 360,000 compounds, 0.22% hits. AID 588549, 2011; in the data active = inhibition above about 8.5%, passing the limit was not always enough; inconclusive = no clear call, values can overlap the other calls
* hit, by the source's call; u = inconclusive; x = no result given; & = joins results of further samples. Cut-off read from the data, not from the text of the source, unless noted: active = inhibition above about 30%; inconclusive = no clear call, values can overlap the other calls; inactive = below that.

SMILES | Anthrax LF inh2 | GDH-TPI inh | UGM FP inh | BoNT F protease | BoNT A protease | PfHsp40 rescue | BioA inh | Mtb FBA inh | FadD28 binding
O=C(N/N=C/c1ccc([N+](=O)[O-])o1)c1cc(-c2ccc(-c3ccccc3)cc2)nc2ccccc12 | 1 | 10 | -0.2 | 3 | 1.0 | 1.3 | x | 15 | -1.0
O=C(NCC1CCCO1)/C(=C\c1cccc([N+](=O)[O-])c1)NC(=O)c1ccccc1 (configuration not stated) | 0 | -3 | 0.0 | 0 | -0.9 | 3.5 | x | -2 | -4.5
CCOC(=O)C1=C(N)OC2=C(C(=O)CCC2)C12C(=O)N(CC(N)=O)c1ccccc12 (configuration not stated) | -2 | 4 | -3.1 | 1 | -0.6 | -0.4 | -1.0 | 2 | -2.3
CCOc1ccc(/C=N/O)cc1 | -4 | -4 | 3.7 | 1 | -0.5 | -1.0 | -1.1 | 3 | 1.6
CCc1ccc(NC(=S)Nc2cc(OC)c(NC(=O)C(C)C)cc2OC)cc1 | 0 | 3 | -3.3 | -4 | -0.6 | 0.2 | x | 2 | -3.0
CCN(CC)C(=O)C1=C(C)N(CCCOC)C(=O)C(CC(=O)NC2CCCC2)C1 (configuration not stated) | -4 | -1 | x | 0 | 0.2 | x | -5.1 | 0 | -0.8
Cc1cc(CSc2ccccc2)ccc1NC(=O)COc1ccccc1 | 0 | 6 | -0.9 | -5 | -0.2 | -0.8 | -1.5 | -1 | -2.7
CC(=O)Nc1ccc(C(=O)CSc2cc(C)c3cccc(C)c3n2)cc1 | -1 | 12 | x | -7 | 0.2 | 0.4 | -2.3 | 1 | -2.5
CC1=CC2=C(OC1N(C)C)c1cccc3cccc(c13)C2=O (configuration not stated) | 23 | 30 | 4.2 | 10 | 15 | 24 | -1.3 | -9 | -1.3
COc1ccccc1OCC(=O)Nc1cc(Cl)ccc1Oc1ccccc1 | 2 | -12 | -0.1 | 2 | 0.1 | 0.6 | 3.2 | -1 | -3.3
FC(F)(F)c1cccc(CON=C2CCN(c3ncc(C(F)(F)F)cc3Cl)CC2)c1 | 1 | -13 | 1.1 | -1 | 0.3 | -0.1 | -1.2 | -3 | -3.7
O=C(CN1CCN(C(=O)N2CCOCC2)CC1)Nc1ccc(Br)cc1 | -6 | 2 | 2.2 | -20 | -0.9 | -1.6 | -0.4 | 5 | -3.0
CCC(C)Nc1nc(Cl)nc(NCCOc2ccccc2)n1 (configuration not stated) | -4 | 7 | -1.7 | 0 | -0.2 | -0.6 | 0.1 | 2 | -1.2
CCN(CC)c1ccc(C=C(c2nnnn2-c2ccccc2)c2nnnn2-c2ccccc2)cc1 | 5 | 9 | -3.5 | 4 | 2.6 | 0.0 | -6.7 | -6 | 0.4
CC1(C)Cc2c(sc3c2c(=O)n(-c2cccc(Cl)c2)c(=O)n3CC(N)=O)CO1 | 13 | -8 | -1.6 | 22 | 2.7 | 0.3 | -0.4 | 3 | -1.3
COc1ccc(C(=O)NNC(=O)Cc2nc3nc(C)cc(C)n3n2)cc1 | -3 | -4 | 0.5 | 0 | -1.6 | -1.3 | -2.7 | 1 | -0.5
O=Cc1ccc(N2CCCCCC2)cc1 | -6 | 34* | -0.9 | -4 | -2.6 | 0.5 | -1.1 | 1 | -2.3
CC1(C)CC(N=C2C([N+](=O)[O-])=CC=C3C2=NC2(CCCCC2)N3O)CC(C)(C)N1 | 6 | 15 | 7.8 | u | u | -0.3 | -2.1 | 5 | 0.1
COC(=O)CC1C(=O)NCCN1C(=S)NC(=O)CCc1ccccc1 (configuration not stated) | -7 | 15 | -3.5 | 2 | -0.2 | 0.5 | x | 0 | -0.9
CCN1CCN(c2ccc(S(=O)(=O)N3CCCCC3)cc2NC(=O)c2cccc(NC(C)=O)c2)CC1 | 3 | -8 | -4.2 | -7 | 0.1 | 0.2 | x | -1 | -2.6
O=C1C(=O)N(CC2CCCO2)C(c2ccccc2[N+](=O)[O-])/C1=C(/O)c1ccccc1 (configuration not stated) | -2 | 6 | -3.6 | 2 | -0.1 | -0.8 | -1.3 | 1 | -0.9
CCN(Cc1ccccc1)C(=O)CN1C(=O)NC2(CC(C)CC(C)(C)C2)C1=O (configuration not stated) | -1 | -3 | 1.2 | 1 | -2.7 | 1.0 | 5.0 | -2 | -0.9
NC(=O)c1ccsc1NC(=O)CCc1ccccc1 | 4 | -7 | 0.0 | 5 | -0.1 | -2.2 | -0.1 | 1 | -3.3
CCNC(=O)O/N=C1\CCCCC1c1ccc([N+](=O)[O-])cc1[N+](=O)[O-] (configuration not stated) | -2 | 0 | 1.5 | -1 | -0.4 | 0.7 | 1.6 | -1 | 0.1
Cc1nc2ccccc2c2oc(C(=O)NCCCN3CCC(C)CC3)cc12 | 3 | 4 | -0.8 | -1 | 0.1 | 0.9 | -2.5 | 13 | -0.6

Looked up by compound from the list above (5):
SMILES | Anthrax LF inh2 | GDH-TPI inh | UGM FP inh | BoNT F protease | BoNT A protease | PfHsp40 rescue | BioA inh | Mtb FBA inh | FadD28 binding
O=C(NCC1CCCO1)/C(=C\c1cccc([N+](=O)[O-])c1)NC(=O)c1ccccc1 (configuration not stated) | 0 | -3 | 0.0 | 0 | -0.9 | 3.5 | x | -2 | -4.5
CCN(CC)C(=O)C1=C(C)N(CCCOC)C(=O)C(CC(=O)NC2CCCC2)C1 (configuration not stated) | -4 | -1 | x | 0 | 0.2 | x | -5.1 | 0 | -0.8
CCC(C)Nc1nc(Cl)nc(NCCOc2ccccc2)n1 (configuration not stated) | -4 | 7 | -1.7 | 0 | -0.2 | -0.6 | 0.1 | 2 | -1.2
COc1ccc(C(=O)NNC(=O)Cc2nc3nc(C)cc(C)n3n2)cc1 | -3 | -4 | 0.5 | 0 | -1.6 | -1.3 | -2.7 | 1 | -0.5
CC1(C)Cc2c(sc3c2c(=O)n(-c2cccc(Cl)c2)c(=O)n3CC(N)=O)CO1 | 13 | -8 | -1.6 | 22 | 2.7 | 0.3 | -0.4 | 3 | -1.3

The list goes on.
SMILES | Anthrax LF inh2 | GDH-TPI inh | UGM FP inh | BoNT F protease | BoNT A protease | PfHsp40 rescue | BioA inh | Mtb FBA inh | FadD28 binding
N#Cc1c(C(F)(F)F)cc(Cc2ccccc2)nc1SCC(=O)NCC(=O)O | -1 | 12 | -1.9 | u | 3.5 | 1.1 | x | 2 | -0.7
CCOc1ccc(N(C)S(=O)(=O)c2ccc(C)c(C(=O)NCc3cccs3)c2)cc1 | -7 | -1 | 3.2 | -14 | -0.2 | -0.1 | -0.3 | 0 | -0.2
O=C(NCCc1ccc(Cl)cc1)c1ccc2ccccc2n1 | -3 | 6 | -0.9 | -9 | -1.5 | -0.1 | -1.6 | 1 | -2.4
COC(=O)C1CCN(C(=O)COC(=O)Cc2c[nH]c3ccccc23)CC1 | 0 | 13 | 1.3 | -1 | 0.4 | -0.6 | -1.8 | 4 | -1.4
Cc1[nH]c2ccccc2c1C(=O)CSc1ccc(Cl)cc1 | -1 | 2 | -0.7 | 2 | -0.1 | -1.0 | -1.8 | -1 | -4.7
CSc1nc(N2CCOCC2)cc(N2CCOCC2)n1 | -9 | 2 | 0.9 | -3 | -0.4 | 0.3 | x | 6 | -0.8
CN(Cc1ccccc1)C(=O)c1ccccc1NC(=O)C1=CSCCO1 | -2 | -8 | 2.9 | -12 | -2.9 | -1.3 | -0.6 | -1 | -1.4
COc1cccc(C(C(=O)NC2CCCC2)N(C(=O)c2ccco2)C2CC2)c1OC (configuration not stated) | 2 | -13 | 4.4 | 4 | -0.4 | -1.4 | x | -1 | -3.4
COc1ccc(NC(=O)Nc2cccc3c2O[C@H](CN(C)S(=O)(=O)c2cccs2)[C@@H](C)CN([C@H](C)CO)C3=O)cc1 | 2 | -11 | 1.1 | 7 | -0.2 | -1.1 | 0.6&0.9 | 1 | 0.1
COc1cc(/C=C/C(=O)O)ccc1OS(=O)(=O)c1c(C)c(C)cc(C)c1C | x | 6 | -0.1 | x | x | -4.0 | -1.0 | 2 | -1.4
O=C(NCc1ccccc1)c1cccnc1N1CCOCC1 | -6 | -4 | 7.3 | 2 | 0.0 | 0.3 | x | 0 | -4.0
COc1ccc(-c2nnc(NC(=O)c3c(OC)cccc3OC)s2)cc1 | -8 | 27 | 1.2 | -14 | -3.9 | 1.0 | -1.1 | 1 | -2.0
CSCCC(NC(=O)C1CC1)c1nc2ccccc2[nH]1 (configuration not stated) | 0 | 2 | 1.3 | -3 | -0.4 | 0.4 | -1.6 | 1 | -2.6
CCOC(=O)c1cnc2nc(Cc3ccccc3)[nH]n2c1=O | -1 | 0 | 2.1 | 1 | 0.0 | -0.6 | -1.1 | 7 | -1.7
COC(=O)COc1ccc(=O)n(-c2ccccc2)n1 | 0 | -2 | 0.5 | -17 | -0.2 | 0.0 | 0.9 | -3 | -3.3
CC(=O)Nc1ccc(N2CCOCC2)c(C(=O)Nc2cccc(C)c2)c1 | -3 | -1 | 3.0 | 7 | -0.2 | 1.3 | x | 0 | -1.0
O=C(Nc1cccc(S(=O)(=O)C(F)F)c1)c1ccc(S(=O)(=O)N2CCCC2)cc1 | -5 | 3 | -1.3 | -1 | -0.3 | 0.3 | -1.3 | -1 | -1.3
CCN(CC(=O)O)S(=O)(=O)c1cc(Cl)ccc1Cl | -4 | -12 | 0.1 | 3 | 0.0 | -1.3 | 0.3 | -5 | -4.0
CC(C)c1ccc(OCC(=O)NCCO)cc1 | 0 | -2 | -2.2 | 1 | -0.6 | 0.1 | 0.1 | 2 | -5.1
COCCNC(=S)N1CCC(C(=O)c2ccc3c(c2)OCCO3)CC1 | -2 | -1 | -3.9 | -3 | 0.3 | -1.0 | x | 3 | -2.2
COC(=O)CNC(=O)c1cc(-c2ccncc2)nc2ccccc12 | -2 | 10 | -3.4 | -3 | -0.4 | -0.5 | -0.4 | 0 | x
CCn1c(SC(C)C(=O)Nc2ccc3c(c2)OCCO3)nnc1C1CC1 (configuration not stated) | 0 | -2 | x | 2 | 3.4 | -0.9 | -6.8 | 5 | -1.0
Cc1cc(OCC(=O)OCC(=O)c2ccc[nH]2)ccc1Cl | x | -1 | x | x | x | -0.3 | 0.5 | 4 | -1.3
O=C(CSc1nnc(CNC(=O)c2ccc(F)cc2)o1)NCc1ccc(F)cc1 | 6 | 5 | 4.3 | -3 | 0.7 | -0.9 | -1.6 | 2 | -1.6
COc1cc(/C=N/NC(=S)NCCc2ccccc2)cc(OC)c1OC | -4 | 41* | -3.9 | 14 | -3.1 | -1.0 | -0.1 | 1 | 0.9
COc1cc2c(cc1OC)C(c1ccncc1)CC(=O)N2 (configuration not stated) | 1 | 1 | -2.4 | -8 | 0.3 | 0.3 | x | 0 | -2.4
CN(C(=O)COC(=O)/C=C/c1ccccc1)C1CCS(=O)(=O)C1 (configuration not stated) | -2 | 13 | x | 2 | 0.1 | x | x | -1 | -1.2
Cc1cc(C(=O)NNC(=O)c2ccc(Cl)c(S(N)(=O)=O)c2)c(C)o1 | -8 | 11 | 0.5 | 0 | -0.7 | -0.3 | -0.4 | -1 | -1.2
O=C(CCl)N1CCN(C(=O)C2COc3ccccc3O2)CC1 (configuration not stated) | 5 | 16 | -0.7 | 6 | 0.1 | 0.3 | 2.1 | 1 | -0.1
CCOCCCNC(=O)CCN1C(=O)c2ccccc2Sc2ncccc21 | 3 | 5 | 1.5 | -8 | 0.0 | -1.7 | -0.4 | 2 | x

Source: PubChem BioAssay (several laboratories)
